Assay outcomes as filed in PubChem BioAssay.
Hsp70 displacement = Hsp70 inhibitors, probe displacement, primary screen, biochemical, fluorescence polarization (AID 583). Heat shock 70 kDa protein 1A (Homo sapiens). Hsp70 fluorescence polarization probe displacement, mP; higher % means a stronger effect. one-dose displacement, % at 20 µM; IC50 in µM for titrated hits. actives 0.06% (n = 140,000); in the data active means displacement above about 50%;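 further: plate controls were vehicle for no effect and reference ligand for full effect; a part of the inactive calls stands beside numbers as strong as those of hits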
MKP-3 inhibition = MKP-3 phosphatase inhibitors, primary screen, biochemical, rat enzyme, in vitro (AID 425); Dual specificity protein phosphatase 6 (Rattus norvegicus); recombinant MKP-3 phosphatase activity, fluorescence; higher % means a stronger effect; inhibition, % at 20 µM; hits with a dose series show IC50 in µM; actives 0.17% (n = 110,000); in the data active means inhibition above about 50%;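 further: plate controls were vehicle for no effect and reference inhibitor for full effect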
* hit, by the source's call; · = no result given; & = joins results of further samples. Some of the compounds tested (hit frequency here may not be typical).

SMILES	Hsp70 displacement	MKP-3 inhibition
CCC(C)(C)NC(=O)C(c1ccccc1F)N(Cc1ccco1)C(=O)c1csnn1 (centres undefined)	·	-11.2%
CCOC(=O)COc1c(-c2ccc(OC)cc2)oc2ccccc2c1=O	-4.8%	·
Cc1ccc(S(=O)(=O)NC(=O)c2cccn2C)cc1	1.1%	·
O=C(O/N=C(/c1ccncc1)c1ccc([N+](=O)[O-])cc1)c1ccc(Cl)cc1Cl	-0.4%	4.7%
Cc1ccc(-c2noc(-c3ccc([N+](=O)[O-])cc3)n2)cc1	2.0%	-0.5%
CCOc1ccc2nc(SCc3ccc(OC)cc3)sc2c1	-2.7%	1.1%
CCCCc1nnc(NC(=O)Cc2ccccc2)s1	-1.1%	-0.3%
Cc1cc(OCC(=O)Nc2ccc(Nc3ccccc3)cc2)ccc1Br	6.9%	2.2%
O=C(c1cccs1)N1CCN(S(=O)(=O)c2ccc(Cl)cc2)CC1	2.3%	2.6%
Cc1ccc(/C=C/C(=O)Nc2cccc(Br)c2)o1	7.2%	-1.3%
Cc1ccc(OCCNc2cc(N3CCCC3)ccc2[N+](=O)[O-])cc1C	-0.1%	0.5%
ON1C2CCCCC2N(O)C1c1ccccc1C(F)(F)F (centres undefined)	5.8%	·
COc1ccc(OC)c(/C=N/NC(=O)C(=O)N2CCCCCC2)c1	1.8%	0.2%
CCn1c(C)c(C(C)=O)c(N2CCC(C(N)=O)CC2)nc1=S	4.7%	-12.3%
CCN1CCN(C(c2cccnc2)c2cc(Cl)c3cccnc3c2O)CC1 (centres undefined)	1.2%	·
CCN(CC)c1ccc(NC(=O)CN2CCN(CC(=O)Nc3ccc(F)cc3)CC2)cc1	-6.1%	4.8%
CCOC(=O)c1c(N)sc(C(=O)N2CCOCC2)c1C	3.0%	7.9%
Cc1csc(-c2cnn(-c3ccccc3)c2NC(=O)c2ccccc2)n1	-2.0%	-4.8%
O=C(Nc1ccccc1)Nc1nnc(COc2ccc(Cl)cc2)s1	6.3%	-2.0%
COc1ccc(C(=O)NC2CC3CCCC(C2)N3CC(C)C)cc1OC (centres undefined)	-1.1%	-0.7%
CC(=O)c1ccc(NC(=O)c2noc3c2CCCCC3)cc1	-4.8%	-5.4%
O=C(Oc1ccc(Oc2ccccc2)cc1)c1ccc(Br)o1	3.5%	-5.4%
CCOC(=O)C(NC(=O)CC)(Nc1ccc(S(=O)(=O)Nc2ncccn2)cc1)C(F)(F)F (centres undefined)	-3.1%	-7.5%
COc1ccc(Br)cc1C(=O)Nc1cccc(NC(=O)c2ccccc2C)c1	2.2%	7.0%
Cc1cccc(C)c1NC(=O)/C(C#N)=C/c1cccs1	6.3%	·
Cc1cc(=O)oc2cc(OC(=O)CCCOc3ccc(Cl)cc3Cl)ccc12	-0.7%	3.3%
CC(C)n1c(N2CCN(CC(=O)NCc3cccs3)CC2)nc2ccccc21	-1.5%	-4.1%
CCOC(=O)c1c(C)[nH]c(C(=O)OCC(=O)N2CCN(S(=O)(=O)c3ccccc3)CC2)c1C	2.9%	-7.3%
Cn1c(=O)[nH]c(=O)c2c1nc(N1CCCCC1)n2CCSc1nc2ccccc2o1	5.6%	-4.6%
COc1cc(/C=N/n2cnnc2)ccc1OCc1ccc(C)cc1	9.9%	·
Nc1c(C(=O)c2ccc(Cl)cc2)sc2nc(-c3ccccc3)ccc12	-8.6%	4.9%
CCC1(CC)Nc2ccccc2C(=O)N1c1ccc(NC(C)=O)cc1	-0.3%	-9.5%
O=C(Nc1ccc(F)c(F)c1)c1cnccn1	7.1%	-1.1%
CCOc1ccc(Nc2ncnc3c2cnn3-c2ccccc2)cc1	4.1%&-4.1%	-0.4%&-4.5%
CC(C)CN(CCC(=O)O)CC(C)C	2.3%	·
COc1ccc(C)cc1S(=O)(=O)Nc1cccc(SC)c1	-0.7%	-3.2%
Cc1noc(C)c1COC(=O)CCC(=O)c1ccc(F)cc1	-5.9%	-4.5%
CC(C)CCNC(=O)CCNS(=O)(=O)c1ccc(Cl)cc1	2.2%	0.9%
COc1cccc(C2/C(=C(\O)c3ccc(C)cc3)C(=O)C(=O)N2CCCC(=O)O)c1 (centres undefined)	-1.0%	1.6%
Cc1c(Cl)cccc1NC(=O)CC(C(=O)O)C1CCCO1 (centres undefined)	-0.5%	-12.5%
Cc1cc(C)n(C(=O)CNC(=O)c2cccs2)n1	4.7%	9.8%
O=C(Nc1ccc(NC(=O)C2CC2)nc1)c1ccco1	-3.9%	-6.0%
Cn1c(SCC(=O)NCc2ccco2)nc2ccccc21	-1.3%	-0.2%
COc1ccc(OC)c(S(=O)(=O)N2c3cc(F)ccc3CCC2C)c1 (centres undefined)	3.0%	-6.4%
COc1cccc(-n2sc3c(c2=S)-c2ccccc2NC3(C)C)c1	1.5%	0.7%
CC(=O)O/N=C(/c1ccc([N+](=O)[O-])cc1)N1CCOCC1	2.4%	-2.2%
c1csc(-c2nn3c(C4CCCCC4)nnc3s2)c1	7.5%	0.0%
O=C(O)CCCCCN1C(=O)C(O)=C(C(=O)/C=C/c2ccccc2)C1c1cccc([N+](=O)[O-])c1 (centres undefined)	6.2%	3.2%
CC(C)Cn1c(=O)[nH]c2ccccc21	8.9%	·
CC1(C(=O)NC2CCCC2)CCC(=O)N1Cc1ccccc1Cl (centres undefined)	-4.9%	·
O=C1/C(=C\c2cc3c(cc2[N+](=O)[O-])OCO3)SC(=S)N1c1ccccc1	-1.2%	5.2%
COc1cccc(CNn2c(-c3cccc(C)c3)nc3ccccc3c2=O)c1	-1.8%	·
COc1ccc(C2CC(=O)C3=C(C2)Nc2ccccc2NC3c2ccccc2C(F)(F)F)cc1OC (centres undefined)	-5.4%	6.3%
COc1ccc(CNC(=O)CSc2nnnn2Cc2ccccc2)cc1	0.9%	-3.3%
COc1ccc(OC)c(Nc2nc(-c3cccs3)cs2)c1	0.3%	1.6%
N#Cc1c(NC(=O)CCC(=O)O)sc2c1CCCC2	1.7%	4.5%
CC1CN(C(=O)Cn2cnc3c2c(=O)n(C)c(=O)n3C)CC(C)O1 (centres undefined)	3.9%	5.9%
Cc1ccc(S(=O)(=O)N2CCOCC2)cc1C(=O)Nc1c(C)n(C)n(-c2ccccc2)c1=O	3.9%	-11.5%
COc1ccc(Nc2nc(-c3sc(NC(C)=O)nc3C)cs2)cc1	-4.9%	·
CC1CCN(S(=O)(=O)c2ccc(Br)s2)CC1	-24.9%	5.9%
(next part)
SMILES	Hsp70 displacement	MKP-3 inhibition
COc1ccc(N/C(=N\c2nc(C)cc(C)n2)NC(=O)C(C)C)cc1OC	0.9%	-4.5%
CCOC(=O)Cc1csc(NC(=O)c2ccc3c(c2)OCO3)n1	-0.4%	0.6%
Cc1c(NS(C)(=O)=O)c(=O)n(-c2ccccc2)n1C	5.8%	-5.5%
CC(C)C1=NN2C(=N)/C(=C/c3ccc(Sc4ccc(Cl)cc4)o3)C(=O)N=C2S1	-1.7%	5.2%
COc1ccc(N(CC(O)CN2CCCCC2)S(=O)(=O)c2ccc(C)cc2)cc1 (centres undefined)	3.7%	-11.9%
CCOC(=O)c1ccccc1NC(=O)c1ccncc1	-3.6%	3.2%
Cc1sc2nc(SCC(=O)c3cc(C)n(CC4CCCO4)c3C)n(C(C)C)c(=O)c2c1C (centres undefined)	5.0%	-0.4%
COc1ccc(/C=C2\NC(=O)c3ccccc3C2=O)cc1	6.1%	121.4%*
COC(=O)c1c(N)sc(C)c1-c1ccc(OC)cc1	3.7%	5.0%
COc1ccc(N2C(=O)CCC(C(=O)N3CCC(C(N)=O)CC3)C2c2ccc(F)cc2)cc1 (centres undefined)	-1.5%	-5.8%
COc1ccc(C(=O)OCC(=O)c2ccc(Br)cc2)cc1OC	2.4%	2.1%
NC(=O)C1CCN(C(=O)COc2ccc(Br)cc2)CC1	-0.6%	1.9%
C=CCn1c(SCc2nc3c(c(=O)[nH]c(=O)n3CCCC)n2CCC)nnc1-c1ccccc1	-0.1%	-4.1%
Oc1ccc(-c2csc(Nc3cccnc3)n2)cc1	-2.3%	-18.8%
Cn1c(=O)[nH]c(=O)c2c1nc(CN1CCN(c3ccccc3F)CC1)n2CCCc1ccccc1	-4.5%	·

Rewritten with each value named: entries from further up
> COc1ccc(N(CC(O)CN2CCCCC2)S(=O)(=O)c2ccc(C)cc2)cc1 (centres undefined)
  Hsp70 displacement = 3.7% | MKP-3 inhibition = -11.9%

> Oc1ccc(-c2csc(Nc3cccnc3)n2)cc1
  Hsp70 displacement = -2.3% | MKP-3 inhibition = -18.8%

> CC(C)C1=NN2C(=N)/C(=C/c3ccc(Sc4ccc(Cl)cc4)o3)C(=O)N=C2S1
  Hsp70 displacement = -1.7% | MKP-3 inhibition = 5.2%

> C=CCn1c(SCc2nc3c(c(=O)[nH]c(=O)n3CCCC)n2CCC)nnc1-c1ccccc1
  Hsp70 displacement = -0.1% | MKP-3 inhibition = -4.1%

More entries:
SMILES	Hsp70 displacement	MKP-3 inhibition
Cc1cc(C)cc(OCC(=O)Nc2ccccc2N2CCCCC2)c1	-5.0%	·
Cc1ccc(C)c(NC(=O)c2cncc(Br)c2)c1	5.7%	-10.2%
COC(=O)C1=C(O)/C(=C/c2ccc(OCC(=O)NC(C)C)cc2)N=C1C	0.3%	2.9%
CC(C)C[C@@H]1NC(=O)N(CCN2CCOCC2)C1=O	1.2%	-1.8%
COc1ccc(C)cc1N(C)C(=O)c1coc(=O)c2ccccc12	-4.8%	·
Cc1cccc(NC(=O)CSc2ncnc3c2oc2ccccc23)c1	3.1%	-4.2%
O=C1C(CCS(=O)c2ccccc2)C(=O)N(c2ccccc2)N1c1ccccc1 (centres undefined)	-1.4%	-3.1%
O=C(NCC1CCCO1)c1ccc(C(=O)NCC2CCCO2)nc1 (centres undefined)	-2.0%	0.6%
NC(=O)c1ccccc1N=Cc1cc(Cl)cc(Cl)c1O	1.7%	-2.5%
CC(C)OC(=O)c1ccc(NC(=O)C(C(C)C)N2C(=O)c3ccccc3C2=O)cc1 (centres undefined)	2.8%	-1.5%
Cc1ccc(S(=O)(=O)N2CCN(C(=O)COc3ccccc3)CC2)cc1	0.8%	3.3%
CCCCS(=O)(=O)CC(COc1ccccc1)OC(=O)c1ccccc1 (centres undefined)	1.3%	·
COc1ccc(Cl)cc1NC(=O)CCN1C(=O)c2ccccc2C1=O	3.5%	3.0%
CC(NC(=O)c1ccccc1)c1ccc(Cl)cc1 (centres undefined)	-3.2%	-0.1%
Cc1cc(C)n(-c2nc3ccccc3c(=O)n2OCc2ccc(Cl)cc2)n1	-0.6%	·
CCn1nnnc1SCC(=O)Nc1cc(C)on1	-2.0%	·
COc1cc(OC)c(C2NC(=S)NC(C)=C2C(=O)Nc2cccc(Cl)c2)cc1OC (centres undefined)	0.7%	3.4%
COc1cc2nc(NC(=O)c3ccccc3)[nH]c(=O)c2cc1OC	3.5%	-4.2%
COc1cc(C2C3=C(CC(c4ccco4)CC3=O)Nc3ccccc3N2C(C)=O)cc(OC)c1OC (centres undefined)	3.0%	1.1%
CC(C)(C)c1csc(NC2=NS(=O)(=O)c3ccccc32)n1	1.7%	0.9%
COc1ccc(C(C[N+](=O)[O-])c2c(-c3ccccc3)cc3ccccn23)cc1OC (centres undefined)	6.5%	·
CCOC(=O)C1CCN(c2cc(C)nc3cc(-c4cccc(F)c4)nn23)CC1	3.6%	-6.8%
COc1cc(C(=O)NCCC(C)C)c([N+](=O)[O-])cc1OC	3.6%	-4.9%
COc1ccc(/C=C(\NC(=O)c2ccccc2)C(=O)NN)c(OC)c1	1.8%	0.5%
O=C(CCC(=O)Nc1ccc(Oc2ccccc2)cc1)NCCO	3.7%	-4.9%
COc1ccc(-c2c(C)n([O-])c3c([n+]2=O)CCCC3)cc1	-3.6%	·
CC(C)(C)c1cnnn1-c1ccc(C(=O)CCl)cc1	-1.1%	·
CC(=O)Nc1ccc(S(=O)(=O)NCCc2ccc(S(N)(=O)=O)cc2)cc1	-6.2%	-2.6%
Cc1n[nH]c(C)c1Sc1ccccc1N=Cc1cc([N+](=O)[O-])ccc1O	34.2%	1.1%
N#CC1=C(N)Oc2n[nH]c(-c3ccccc3)c2C12C(=O)Nc1ccccc12 (centres undefined)	5.4%	-13.1%
CCOc1ccc2[nH]cc(C(=O)N3CCN(C4CCCCC4)CC3)c(=O)c2c1	5.3%	·
Cc1cccc(Nc2nc(N)nc(CN3CCN(c4ccc(F)cc4)CC3)n2)c1	-3.4%	1.6%
Cc1cc(NC(=O)CN2CCc3ccccc3C2)nc2c1c(=O)oc1ccccc12	·	1.4%
COC(=O)c1cc(NC(=O)COc2ccccc2)cc(C(=O)OC)c1	-1.8%	1.3%
O=C(COc1ccccc1Cl)NCCc1nc2ccccc2[nH]1	1.8%	-0.5%
CCc1cccc(C)c1NC(=O)c1ccc(C)c([N+](=O)[O-])c1	0.3%	-3.4%
O=C(NCC1CCCO1)C1CC(c2ccc(Cl)c(Cl)c2)=NO1 (centres undefined)	-4.2%	-2.1%
Cn1cnc2cc(Nc3nnc(-c4ccccc4)c4ccccc34)ccc21	-1.0%	-0.1%
COCC(=O)Oc1c(S(=O)(=O)c2ccc(C)cc2)c(C)nn1-c1ccccc1	1.0%	-7.5%
O=[N+]([O-])c1ccc(Cl)c(C2N(c3ccccc3)CCN2c2ccccc2)c1	-8.6%	3.8%

Part of the list above in order of molecular weight, smallest number first:
SMILES	Hsp70 displacement	MKP-3 inhibition
O=C(COc1ccccc1Cl)NCCc1nc2ccccc2[nH]1	1.8%	-0.5%
COC(=O)c1cc(NC(=O)COc2ccccc2)cc(C(=O)OC)c1	-1.8%	1.3%
Cc1cccc(Nc2nc(N)nc(CN3CCN(c4ccc(F)cc4)CC3)n2)c1	-3.4%	1.6%
Cc1cc(NC(=O)CN2CCc3ccccc3C2)nc2c1c(=O)oc1ccccc12	·	1.4%
